Bcl-B TR3 displacers = displacers of TR3 peptide from Bcl-B, primary screen, selectivity assay for Bfl-1 inhibitor project, biochemical, fluorescence polarization; FP displacement of FITC-TR3 peptide from Bcl-B; higher % means a stronger effect; displacement, % at 20 µM, or IC50 in µM where a hit was titrated; 96,000 tested, 0.11% active; AID 748;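 active = displacement above 50% at 20 µM plus a fluorescence interference ratio under 1.5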;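 also: plate controls were wells without compound for no effect and wells lacking Bcl-B protein for full effect; a part of the inactive calls stands beside numbers as strong as those of hits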
PLAP inhibition = PLAP enzyme inhibitors, biochemical, luminescence, HTS (AID 690); inhibition, % at 20 µM, or IC50 in µM where a hit was titrated; purified PLAP, luminescent substrate; higher % means a stronger effect; 96,000 tested, 0.08% active; in the data active = a potency from the dose series; inactive = the rest, 99 in 100 with inhibition below about 30%; also: strong numbers were not always called active
MRP resist rev = reverses drug resistance mediated by MRP; H69AR cells + 2 uM doxorubicin, CellTiter-Glo, 72 h; differential viability (reversal), % at 10 µM; 85,000 tested, 0.04% active; AID 602;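 active = viability drop by adding the cancer drug above about 55%, with treated viability meeting a 40% cutoff, limit read from the data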;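 also: viability without doxorubicin minus viability with 2 µM doxorubicin for each compound; larger differential means the compound sensitizes cells more to doxorubicin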
IL1B NFkB inh = blocks IL-1B driven NFkB nuclear translocation in HUVEC cells; HUVEC IL-1B NFkB p65 nuclear translocation imaging; inhibition, % at 2 µM; 94,000 tested, 0.43% active;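 active = inhibition above about 30% together with a positive call from visual inspection of the well image, limit read from the data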;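 also: nuclear over cytoplasmic p65 intensity ratio measured by imaging; 0% = IL-1B stimulated DMSO wells and 100% = unstimulated DMSO wells; values of inactives mirror those of a sister screen read the other way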
NFkB transloc pot = enhances IL-1B driven NFkB nuclear translocation. 94,000 tested, 0.3% active. activation, % at 2 µM. HUVEC IL-1B NFkB p65 nuclear translocation imaging;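 active = activation above 40%, about the mean plus 3 SD, also judged a hit on visual image review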;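 also: percent activation is computed from the nuclear over cytoplasmic p65 intensity ratio; values of inactives mirror those of a sister screen read the other way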
MRP resist rev cytotoxicity = further read-out of MRP resist rev, marked with its call; viability, %; H69AR cells, CellTiter-Glo, 72 h; measured here: cytotoxicity without doxorubicin
MRP resist rev with doxorubicin = second read-out of MRP resist rev, no call of its own (marks repeat the call); viability, %; measured here: viability with 2 uM doxorubicin; stronger effect = lower value
IL1B NFkB inh cell count 2 µM = recorded beside IL1B NFkB inh, whose call it bears; cell count; measured here: cells passing quality filter;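 raw number of nuclei counted in each imaged well without normalization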
NFkB transloc pot cell count 2 µM = second read-out of NFkB transloc pot, no call of its own (marks repeat the call); cell count; measured here: cells passing quality filter
Active calls of the source: *.

Results for COc1ccccc1N1CCN(S(=O)(=O)c2ccc(Cl)s2)CC1 ?
Bcl-B TR3 displacers: -14%; PLAP inhibition: 14%; MRP resist rev: -7; IL1B NFkB inh: -4; NFkB transloc pot: 4; MRP resist rev cytotoxicity: 85; MRP resist rev with doxorubicin: 92; IL1B NFkB inh cell count 2 µM: 145; NFkB transloc pot cell count 2 µM: 145

Results for CS(=O)(=O)c1sc2nc(-c3ccccc3)cc(-c3ccccc3)c2c1N ?
Bcl-B TR3 displacers: -5%; PLAP inhibition: -73%; MRP resist rev: 4; IL1B NFkB inh: -10; NFkB transloc pot: 10; MRP resist rev cytotoxicity: 77; MRP resist rev with doxorubicin: 73; IL1B NFkB inh cell count 2 µM: 147; NFkB transloc pot cell count 2 µM: 147

Results for CC(=O)N1CCC2(CC1)C(C#N)=C(N)Oc1n[nH]c(CSc3ccc(C)cc3)c12 ?
Bcl-B TR3 displacers: 2%; PLAP inhibition: -102%; MRP resist rev: 6; IL1B NFkB inh: -23; NFkB transloc pot: 23; MRP resist rev cytotoxicity: 81; MRP resist rev with doxorubicin: 75; IL1B NFkB inh cell count 2 µM: 133; NFkB transloc pot cell count 2 µM: 133

Results for CCC(=O)N1CCc2cc(S(=O)(=O)CCC(=O)Nc3ccc(C)c(F)c3)ccc21 ?
MRP resist rev: 29; IL1B NFkB inh: -8; NFkB transloc pot: 8; MRP resist rev cytotoxicity: 78; MRP resist rev with doxorubicin: 50; IL1B NFkB inh cell count 2 µM: 82; NFkB transloc pot cell count 2 µM: 82

What do the screens show for `O=C1CC(c2cccs2)Sc2nc3ccccc3n21` (centres undefined)?
Bcl-B TR3 displacers: 2%; PLAP inhibition: 12%; MRP resist rev: 3; IL1B NFkB inh: 1; NFkB transloc pot: -1; MRP resist rev cytotoxicity: 99; MRP resist rev with doxorubicin: 96; IL1B NFkB inh cell count 2 µM: 147; NFkB transloc pot cell count 2 µM: 147

How did COc1ccc(N2CCN(c3nc4ccccc4nc3NS(=O)(=O)c3ccccc3)CC2)cc1 do in these assays?
Bcl-B TR3 displacers: 51%; PLAP inhibition: -65%; IL1B NFkB inh: 7; NFkB transloc pot: -7; IL1B NFkB inh cell count 2 µM: 119; NFkB transloc pot cell count 2 µM: 119

How did CCNC(=O)NC(=O)CSc1ccc(NC(C)=O)cc1 do in these assays?
Bcl-B TR3 displacers: -12%; PLAP inhibition: 11%; MRP resist rev: 4; IL1B NFkB inh: 9; NFkB transloc pot: -9; MRP resist rev cytotoxicity: 102; MRP resist rev with doxorubicin: 97; IL1B NFkB inh cell count 2 µM: 107; NFkB transloc pot cell count 2 µM: 107

Results for CCc1ccc(OCC(=O)OCC(=O)c2ccc3c(c2)NC(=O)CO3)cc1 ?
Bcl-B TR3 displacers: 3%; PLAP inhibition: 12%; IL1B NFkB inh: 8; NFkB transloc pot: -8; IL1B NFkB inh cell count 2 µM: 198; NFkB transloc pot cell count 2 µM: 198

What do the screens show for `Cc1cc(/C=C(/C#N)c2cccc(Cl)c2)c(C)n1C`?
Bcl-B TR3 displacers: 5%; PLAP inhibition: 4%; IL1B NFkB inh: -1; NFkB transloc pot: 1; IL1B NFkB inh cell count 2 µM: 179; NFkB transloc pot cell count 2 µM: 179

Results for CCOc1ccc(OCC)c(NC(=O)CSc2nnc(-c3cccnc3)o2)c1 ?
Bcl-B TR3 displacers: 1%; PLAP inhibition: -1%; MRP resist rev: -4; IL1B NFkB inh: 13; NFkB transloc pot: -13; MRP resist rev cytotoxicity: 91; MRP resist rev with doxorubicin: 95; IL1B NFkB inh cell count 2 µM: 195; NFkB transloc pot cell count 2 µM: 195

How did Cc1cccc(NC(=O)c2sc(Cl)nc2-c2ccccc2)c1 do in these assays?
Bcl-B TR3 displacers: 2%; PLAP inhibition: -12%; IL1B NFkB inh: 18; NFkB transloc pot: -18; IL1B NFkB inh cell count 2 µM: 218; NFkB transloc pot cell count 2 µM: 218

What do the screens show for `Cc1ccc(-c2nnn(CC(=O)N(Cc3cccs3)C(C(=O)NC3CCCC3)c3ccncc3)n2)cc1` (centres undefined)?
MRP resist rev: -47; IL1B NFkB inh: -11; NFkB transloc pot: 11; MRP resist rev cytotoxicity: 29; MRP resist rev with doxorubicin: 75; IL1B NFkB inh cell count 2 µM: 107; NFkB transloc pot cell count 2 µM: 107

What do the screens show for `Cc1c(Cl)c([N+](=O)[O-])nn1Cc1ccc(C(=O)N/N=C\c2cccc(Br)c2)o1`?
Bcl-B TR3 displacers: -10%; PLAP inhibition: -28%; IL1B NFkB inh: 12; NFkB transloc pot: -12; IL1B NFkB inh cell count 2 µM: 121; NFkB transloc pot cell count 2 µM: 121

How did Cn1c(=O)[nH]c(=O)c2c1nc(NCc1ccccc1)n2CC(O)c1ccccc1 (centres undefined) do in these assays?
Bcl-B TR3 displacers: -4%; PLAP inhibition: 5%; MRP resist rev: 7; IL1B NFkB inh: 8; NFkB transloc pot: -7; MRP resist rev cytotoxicity: 77; MRP resist rev with doxorubicin: 70; IL1B NFkB inh cell count 2 µM: 91; NFkB transloc pot cell count 2 µM: 91

Results for Cc1ccc(N2CC(C(=O)Oc3cccc(N4C(=O)CCC4=O)c3)CC2=O)cc1 (centres undefined) ?
Bcl-B TR3 displacers: -5%; PLAP inhibition: -14%; MRP resist rev: 2; IL1B NFkB inh: -3; NFkB transloc pot: 3; MRP resist rev cytotoxicity: 83; MRP resist rev with doxorubicin: 81; IL1B NFkB inh cell count 2 µM: 153; NFkB transloc pot cell count 2 µM: 153

Results for O=C(Nc1ccc(S(=O)(=O)Nc2ccc(Cl)cc2)cc1)C1CCCO1 (centres undefined) ?
Bcl-B TR3 displacers: -2%; PLAP inhibition: 16%; MRP resist rev: 5; IL1B NFkB inh: -14; NFkB transloc pot: 14; MRP resist rev cytotoxicity: 92; MRP resist rev with doxorubicin: 88; IL1B NFkB inh cell count 2 µM: 78; NFkB transloc pot cell count 2 µM: 78

How did CCOc1ccccc1NC(=O)Cc1coc2cc(C)ccc12 do in these assays?
Bcl-B TR3 displacers: -15%; PLAP inhibition: 21%; MRP resist rev: -1; IL1B NFkB inh: 2; NFkB transloc pot: -2; MRP resist rev cytotoxicity: 91; MRP resist rev with doxorubicin: 92; IL1B NFkB inh cell count 2 µM: 186; NFkB transloc pot cell count 2 µM: 186

What do the screens show for `Cn1c(SCc2ccccc2)nnc1-c1ccncc1`?
Bcl-B TR3 displacers: -6%; PLAP inhibition: 11%; MRP resist rev: 15; IL1B NFkB inh: 13; NFkB transloc pot: -13; MRP resist rev cytotoxicity: 98; MRP resist rev with doxorubicin: 83; IL1B NFkB inh cell count 2 µM: 107; NFkB transloc pot cell count 2 µM: 107

Results for Cc1cccc(-c2n[nH]c([N+](=O)[O-])n2)c1 ?
Bcl-B TR3 displacers: 6%; PLAP inhibition: -2%; IL1B NFkB inh: -1; NFkB transloc pot: 1; IL1B NFkB inh cell count 2 µM: 129; NFkB transloc pot cell count 2 µM: 129

How did CC1(C)C=C(c2ccc(C=O)s2)CC(C)(C)N1 do in these assays?
Bcl-B TR3 displacers: -5%; PLAP inhibition: -5%; IL1B NFkB inh: -1; NFkB transloc pot: 1; IL1B NFkB inh cell count 2 µM: 141; NFkB transloc pot cell count 2 µM: 141

Results for Cc1cccc(OCC(=O)O/N=C(\N)Cc2ccc(Cl)cc2)c1 ?
Bcl-B TR3 displacers: -3%; PLAP inhibition: 13%; MRP resist rev: 2; IL1B NFkB inh: -25; NFkB transloc pot: 25; MRP resist rev cytotoxicity: 101; MRP resist rev with doxorubicin: 99; IL1B NFkB inh cell count 2 µM: 174; NFkB transloc pot cell count 2 µM: 174

Results for CCOc1ccc(NS(=O)(=O)c2ccc3[nH]c(=O)oc3c2)cc1 ?
Bcl-B TR3 displacers: 13%; PLAP inhibition: -4%; MRP resist rev: 12; IL1B NFkB inh: -4; NFkB transloc pot: 4; MRP resist rev cytotoxicity: 102; MRP resist rev with doxorubicin: 91; IL1B NFkB inh cell count 2 µM: 48; NFkB transloc pot cell count 2 µM: 48

How did Cc1noc(C)c1C(=O)OCC(=O)/C=C1\N(C)c2ccccc2C1(C)C do in these assays?
Bcl-B TR3 displacers: -4%; PLAP inhibition: -10%; MRP resist rev: 5; IL1B NFkB inh: -31; NFkB transloc pot: 31; MRP resist rev cytotoxicity: 95; MRP resist rev with doxorubicin: 90; IL1B NFkB inh cell count 2 µM: 128; NFkB transloc pot cell count 2 µM: 128

How did O=C(OC(C(=O)NCc1ccc2c(c1)OCO2)c1ccccc1F)c1ccco1 (centres undefined) do in these assays?
Bcl-B TR3 displacers: 5%; PLAP inhibition: 28%; MRP resist rev: 9; IL1B NFkB inh: -7; NFkB transloc pot: 7; MRP resist rev cytotoxicity: 89; MRP resist rev with doxorubicin: 80; IL1B NFkB inh cell count 2 µM: 100; NFkB transloc pot cell count 2 µM: 100

The closing two compounds of the section above lead into the next.
How did Cc1noc(C)c1C(=O)OCC(=O)/C=C1\N(C)c2ccccc2C1(C)C do in these assays?
Bcl-B TR3 displacers: -4%; PLAP inhibition: -10%; MRP resist rev: 5; IL1B NFkB inh: -31; NFkB transloc pot: 31; MRP resist rev cytotoxicity: 95; MRP resist rev with doxorubicin: 90; IL1B NFkB inh cell count 2 µM: 128; NFkB transloc pot cell count 2 µM: 128

How did O=C(OC(C(=O)NCc1ccc2c(c1)OCO2)c1ccccc1F)c1ccco1 (centres undefined) do in these assays?
Bcl-B TR3 displacers: 5%; PLAP inhibition: 28%; MRP resist rev: 9; IL1B NFkB inh: -7; NFkB transloc pot: 7; MRP resist rev cytotoxicity: 89; MRP resist rev with doxorubicin: 80; IL1B NFkB inh cell count 2 µM: 100; NFkB transloc pot cell count 2 µM: 100

Results for CCOc1cc(N2CCOCC2)c(OCC)cc1NC1=NCCCCC1 ?
Bcl-B TR3 displacers: 26%; PLAP inhibition: 6%; MRP resist rev: -6; IL1B NFkB inh: 0; NFkB transloc pot: 0; MRP resist rev cytotoxicity: 82; MRP resist rev with doxorubicin: 87; IL1B NFkB inh cell count 2 µM: 127; NFkB transloc pot cell count 2 µM: 127

How did CCCCC(=O)Nc1cc(NC(=O)CC)ccc1Cl do in these assays?
Bcl-B TR3 displacers: -6%; PLAP inhibition: -4%; MRP resist rev: 6; IL1B NFkB inh: -36; NFkB transloc pot: 36; MRP resist rev cytotoxicity: 86; MRP resist rev with doxorubicin: 80; IL1B NFkB inh cell count 2 µM: 148; NFkB transloc pot cell count 2 µM: 148

What do the screens show for `CCO/C=N/c1c(C#N)c(CC#N)nn1-c1ccccc1`?
Bcl-B TR3 displacers: -43%; PLAP inhibition: -3%; MRP resist rev: 3; IL1B NFkB inh: 4; NFkB transloc pot: -4; MRP resist rev cytotoxicity: 96; MRP resist rev with doxorubicin: 93; IL1B NFkB inh cell count 2 µM: 189; NFkB transloc pot cell count 2 µM: 189

How did O=[N+]([O-])c1ccccc1/C=N/N1CCN(c2ccccn2)CC1 do in these assays?
Bcl-B TR3 displacers: 8%; PLAP inhibition: 5%; IL1B NFkB inh: 3; NFkB transloc pot: -3; IL1B NFkB inh cell count 2 µM: 185; NFkB transloc pot cell count 2 µM: 185

What do the screens show for `Clc1cccc(Cl)c1CSc1nnc(/C=C/c2ccccc2)o1`?
Bcl-B TR3 displacers: -5%; PLAP inhibition: -10%; IL1B NFkB inh: -1; NFkB transloc pot: 1; IL1B NFkB inh cell count 2 µM: 136; NFkB transloc pot cell count 2 µM: 136

What do the screens show for `CCC(=O)Nc1cccc(C(=O)c2ccccc2)c1`?
Bcl-B TR3 displacers: 1%; PLAP inhibition: 26%; MRP resist rev: -11; IL1B NFkB inh: 6; NFkB transloc pot: -7; MRP resist rev cytotoxicity: 98; MRP resist rev with doxorubicin: 110; IL1B NFkB inh cell count 2 µM: 89; NFkB transloc pot cell count 2 µM: 89

How did Cc1n[nH]c(=O)n1-c1cccc(C(F)(F)F)c1 do in these assays?
Bcl-B TR3 displacers: 5%; PLAP inhibition: 15%; IL1B NFkB inh: -8; NFkB transloc pot: 8; IL1B NFkB inh cell count 2 µM: 84; NFkB transloc pot cell count 2 µM: 84

Results for CCCN(CCC)CCNC(=O)C1CCN(Cc2nc(-c3ccc(Cl)cc3)oc2C)CC1 ?
Bcl-B TR3 displacers: 17%; PLAP inhibition: -52%; MRP resist rev: -7; IL1B NFkB inh: -9; NFkB transloc pot: 9; MRP resist rev cytotoxicity: 59; MRP resist rev with doxorubicin: 66; IL1B NFkB inh cell count 2 µM: 204; NFkB transloc pot cell count 2 µM: 204

The list is partial; count on the stated rates, not on these rows.
